ARNT-TACC3 inh: disruptors of human ARNT/TACC3 interaction. Q9Y6A5. AlphaScreen His-ARNT PAS-B/GST-TACC3 binding, luminescence; TACC3 fragment carries E629A point mutation. inhibition, % at 9.99 µM. 390,000 tested, 0.66% active. AID 623870;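 active = mean inhibition of replicates at least 50% and at least half of replicates each reaching 50%; inconclusive = half or more replicates reach 50% but mean below 50%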;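 note: 0% = complete ARNT plus TACC3 wells and 100% = ARNT alone without TACC3; many hits fall short of the cut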
GSIS activator: primary screen for activators of insulin secretion dependent on glucose, INS-1E cells, GLuc reporter luminescence; INS-1E GLuc reporter insulin secretion, 2-3 h; activation, % at 16.6 µM; 370,000 tested, 0.61% active;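 active = lowest replicate activation of at least 40%, so every replicate reaches that level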;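 note: 0% = median of neutral control wells and 100% = median of IBMX positive control wells; some compounds called inactive have numbers as strong as hits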
ERp5 block: inhibitors of human ERp5 | Q15084 | ERp5 insulin aggregation, absorbance 650 nm, 90 min | inhibition, % at 9.99 µM | 350,000 tested, 0.05% active;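 active = mean replicate inhibition above about 25%, with every replicate also reaching it, limit read from the data, passing the limit was not always enough; inconclusive = only one of those two criteria met; inactive = neither criterion met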
Target sequence (Q15084 whole entry, looked up): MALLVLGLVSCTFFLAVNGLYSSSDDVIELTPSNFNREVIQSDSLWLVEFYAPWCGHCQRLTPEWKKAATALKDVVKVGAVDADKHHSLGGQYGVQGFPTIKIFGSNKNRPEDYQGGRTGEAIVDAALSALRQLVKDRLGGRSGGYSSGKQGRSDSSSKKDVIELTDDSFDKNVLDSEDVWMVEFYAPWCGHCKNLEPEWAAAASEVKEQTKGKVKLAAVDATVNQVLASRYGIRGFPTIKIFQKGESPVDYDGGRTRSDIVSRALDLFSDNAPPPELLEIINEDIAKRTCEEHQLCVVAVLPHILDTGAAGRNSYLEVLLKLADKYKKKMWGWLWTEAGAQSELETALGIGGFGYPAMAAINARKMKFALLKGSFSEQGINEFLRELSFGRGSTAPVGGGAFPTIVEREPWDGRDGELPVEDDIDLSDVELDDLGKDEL
PAX8 inh HTS: PAX8 transcriptional activity inhibition | inhibition, % at 12.6 µM | 360,000 tested, 1.2% active | RMG-I TPO-luciferase reporter, SteadyGlo, 24 h;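 active = mean replicate inhibition at least 60% with every replicate also reaching 60%; inconclusive = only one of the two criteria is met; inactive = mean below 60% and not all replicates reaching 60%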;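 note: luciferase light reporting Pax8 driven TPO promoter activity; plate controls were median of neutral control wells for no effect and mitoxantrone controls for full effect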
Xi reactivation: activators of X-chromosome reactivation in mouse fibroblasts; XiGFP mouse fibroblasts, % GFP-positive cells imaging, 3 d; cells co-treated with 5-aza-dC sensitizer; scaled so ellipticine positive control = 100%; activation, % at 7.58 µM; 360,000 tested, 0.055% active; AID 743238;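 active = mean normalized replicate activation at least 10% and every replicate at or above 10%; inconclusive = only one of the two criteria met; inactive = mean below 10% and not all replicates reach 10%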;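 note: 0% = median of on-plate neutral control wells and 100% = ellipticine 6 µM median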
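Material: XiGFP fibroblasts, SV40-immortalized. Buffer or medium: DMEM plus 5-aza-dC sensitizer. Compound: single concentration per compound, delivered by pin transfer. Times: 3 days compound exposure. Controls: ellipticine 6 µM.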
F508del corr: CFTR F508del correction in bronchial cells; AID 720511; CFBE cells, YFP halide quenching; stimulated with forskolin plus potentiator P3; % fluorescence drop versus neutral controls; 350,000 tested, 0.36% active; activity (quench increase), % at 7.58 µM;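 active = mean added fluorescence quench of at least 8% versus neutral control, with both replicates also reaching 8%; inconclusive = only one of the mean or replicate conditions met; inactive = mean below 8% and not both replicates reaching 8%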;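 note: cells transiently co-express mutant CFTR-F508del with the halide-sensitive YFP; corrector assay measuring rescue of mutant channel to the surface after 24 h compound exposure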
DENV2 CPE: DENV2-induced cell death inhibition; CPE inhibition, % at 9.99 µM; AID 651640; DENV2-infected cells, cytopathic effect rescue, plate reader; 350,000 tested, 1.7% active; in the data active = CPE inhibition above about 20%, passing the limit was not always enough; inconclusive = no clear call, values can overlap the other calls; tested in BHK-21 cells;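 note: 0% = median of neutral control wells and 100% = median of positive control wells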
EWS-Fli block: blocks EWS/Fli oncoprotein-driven transcription | 350,000 tested, 0.67% active | A673 NR0B1-luciferase reporter, viability-normalised | inhibition, % at 12.6 µM;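 active = mean inhibition of at least 50% after viability correction, with every replicate also passing that limit; inconclusive = mean reaches 50% but only one of two replicates passes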;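 note: firefly luciferase signal divided by Alamar Blue viability fluorescence both relative to DMSO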
* marks the source's active call; other numbers are inactive results; ? = inconclusive; . = not tested or not shown.

SMILES	ARNT-TACC3 inh	GSIS activator	ERp5 block	PAX8 inh HTS	Xi reactivation	F508del corr	DENV2 CPE	EWS-Fli block
Cc1onc(-c2ccccc2)c1C(=O)NC(=S)Nc1sc2c(c1C#N)CCC(C)C2 (stereo not drawn)	14	12	-3	18	-0.1	.	-3	-4
CCOC(=O)N1CCC(N(CCN(C)C)C(=S)Nc2ccccc2C)CC1	-5	-7	3	-4	0.0	.	-4	11
O=C(C[C@@H]1CC[C@@H]2[C@H](COC[C@H](O)CN2C(=O)c2ccccc2F)O1)N1CCCCC1	-5	46	4	4	-0.1	-1.3	-10	-18
C=CCNC(=O)Cn1nc(-c2ccccc2)ccc1=O	-25	-24	-15	.	.	0.7	-2	10
CCOC(=O)c1ccc(NC(=O)Cn2cnc3cc(C)c(C)cc32)cc1	19	-31	1	20	-0.1	-10	3	-5
CN(C)CCCN(C(=O)c1ccc(S(=O)(=O)N(C)C2CCCCC2)cc1)c1nc2ccc(F)cc2s1	18	-67	-10	4	0.1	0.8	4	16
COc1ccccc1NC(=O)C1=C(C)NC(=O)NC1c1ccccc1F (stereo not drawn)	-3	-4	6	14	0.2	-4.8	5	2
CCC(=O)N(C)C[C@@H]1Oc2cc(C#CC3CCCCC3)ccc2S(=O)(=O)N([C@@H](C)CO)C[C@H]1C	7	-13	5	-1	-0.1	-1.9	.	1
CCCCC#Cc1ccc(C(=O)NNC(=O)Nc2cc(Cl)cc(Cl)c2)o1	0	-3	0	-15	0.0	-1.9	2	12
CC(=O)Nc1cc(-c2cccc(CO)c2)cn2c(-c3ccc(C(C)=O)cc3)cnc12	.	-14	2	-4	0.1	-0.4	?	14
CCCn1c(SCC(=O)Nc2cccc(Cl)c2Cl)n[nH]c1=O	-5	6	-4	8	0.1	1.4	.	2
COc1cc(NS(C)(=O)=O)ccc1Nc1c2ccccc2nc2ccccc12	-1	4	-2	71*	1.1	-1.2	?	58*
O=C(Nc1cccc(F)c1)/C(=C/c1ccco1)NC(=O)c1ccco1	0	-29	-1	17	0.0	1.9	0	0
COC(C/C=C\C(=O)[C@H](C)OCc1ccccc1)OC	2	-8	-1	17	0.0	-1.0	?	1
Cc1ccc(C#N)c(SCCN2CCCCC2)n1	7	25	2	-4	0.0	-0.2	-4	-23
C=CCOC(=O)C1=C(C)NC(=O)NC1c1ccc(O)cc1 (stereo not drawn)	-17	17	-3	-6	0.0	-0.5	-4	8
O=C(NNS(=O)(=O)c1ccc(F)cc1)c1ccccc1	3	11	-1	9	0.2	-2.5	5	-7
COc1ccc(Nc2ncnc3ccc([N+](=O)[O-])cc23)c(OC)c1	1	4	0	4	-0.1	0.0	-1	7
O=C(CSc1nnc2scc(-c3ccccc3)n12)N1CCCc2ccccc21	6	9	-3	.	.	1.5	-5	6
COc1ccccc1CNC(=O)CCS(=O)(=O)c1ccc2c(c1)CCN2C(C)=O	-1	4	-3	-2	0.1	-0.5	-6	-8

The list goes on; the last 4 above are carried over.
SMILES	ARNT-TACC3 inh	GSIS activator	ERp5 block	PAX8 inh HTS	Xi reactivation	F508del corr	DENV2 CPE	EWS-Fli block
O=C(NNS(=O)(=O)c1ccc(F)cc1)c1ccccc1	3	11	-1	9	0.2	-2.5	5	-7
COc1ccc(Nc2ncnc3ccc([N+](=O)[O-])cc23)c(OC)c1	1	4	0	4	-0.1	0.0	-1	7
O=C(CSc1nnc2scc(-c3ccccc3)n12)N1CCCc2ccccc21	6	9	-3	.	.	1.5	-5	6
COc1ccccc1CNC(=O)CCS(=O)(=O)c1ccc2c(c1)CCN2C(C)=O	-1	4	-3	-2	0.1	-0.5	-6	-8
COCC(=O)Nc1ccc2c(c1)C(=O)N(C)C[C@@H](OC)[C@@H](C)CN(C(=O)NC(C)C)[C@H](C)CO2	-1	-7	-4	.	0.2	0.8	3	4
Cc1ccc(C(=O)NNC(=O)Cn2ccc(C(F)(F)F)n2)o1	40	24	6	-4	0.1	-3.2	-3	-3
NNC(=O)c1ccc(COc2cccc3cccnc23)cc1	.	3	3	-19	0.2	2.1	-1	-3
Cc1csc(NC(=O)C(C)Oc2ccc(Br)cc2)n1 (stereo not drawn)	.	-7	3	106*	0.1	1.4	-2	-7
CC1CCc2sc(C(=O)Nc3ccc(N4CCOCC4)cc3)cc2C1 (stereo not drawn)	26	-6	-1	3	-0.2	-2.8	.	18
Cn1c(CSc2ncccn2)nnc1SCC(=O)N1CCCC1	-8	24	4	2	0.0	1.9	1	5
Cc1ccc(CN(C)C[C@@H]2OCc3cn(nn3)CCCC(=O)N([C@@H](C)CO)C[C@H]2C)cc1	.	0	.	.	0.0	1.1	.	-3
CC(=O)N/C(=C\c1ccc(F)cc1)C(=O)OCc1ccccc1	-7	-11	1	19	0.0	-1.7	0	-7
CCc1nnc(NC(=O)CSc2nnnn2-c2cccc(C(C)=O)c2)s1	1	9	-4	-4	0.0	-1.4	0	-83
O=C(Nc1ccccc1)C1CC2CCCC(C1)C2=O (stereo not drawn)	-20	-13	0	.	.	-1.7	7	-6
COCC(=O)Nc1ccc2c(c1)C(=O)N(C)C[C@@H](OC)[C@@H](C)CN(Cc1ccccc1)[C@H](C)CO2	7	-6	-15	.	0.4	0.2	-9	0
O=c1[nH]c(=S)[nH]c2c1C(c1ccc(Br)cc1)c1c([nH]c(=S)[nH]c1=O)O2	-8	-9	23	-2	0.0	-1.0	-3	7
COc1cccc(C(=O)N2CCC[C@H]2C(=O)N2CCC[C@H]2C(=O)N[C@@H](C)c2ccccc2)c1	.	-3	3	-1	0.0	3.3	-1	3
CC(=O)c1ccc(N2CC(C)(C)C2=O)cc1	.	30	3	-16	0.5	1.5	.	-4
COc1ccc(CCN2CC(C(=O)OCC(=O)NC(Cc3ccccc3)C(C)=O)CC2=O)cc1OC (stereo not drawn)	15	34	4	-1	0.0	-1.0	-6	-1
CC1Sc2ccc(C(=O)NCc3ccccn3)cc2NC1=O (stereo not drawn)	.	1	0	18	0.3	0.9	-2	-11
O=C(OCC(=O)c1ccc[nH]1)c1ccccc1	-2	11	2	-30	0.1	3.5	1	3
COC(=O)C1=C(C)N(C)C(=S)N(C)C1c1ccc(OC)cc1 (stereo not drawn)	-4	-18	-2	-4	0.8	-2.5	10	4
CC1(C)CC(NC2C3CC4CC(C3)CC2C4)CC(C)(C)N1 (stereo not drawn)	-13	3	2	13	0.1	-3.1	13	10
CCN(Cc1ccccc1)c1ccccc1	.	-4	-1	.	.	-2.2	37*	-6
c1ccc2c(c1)CCc1c(-c3ccncc3)n[nH]c1-2	1	-3	2	-43	0.0	0.4	-7	-20
O=C(NCC[C@H]1CC[C@@H](NC(=O)C2CCCCC2)[C@H](CO)O1)c1cnccn1	-3	-6	5	1	1.1	-4.8	5	0
Cc1noc(C)c1NC(=O)Nc1ccc2c(c1)CC(=O)N([C@@H](C)CO)C[C@H](C)[C@@H](CN(C)S(C)(=O)=O)O2	-18	2	.	-21	0.5	-0.9	19	2
OCC[C@@H]1C[C@@H](O)[C@H](O)[C@]2(OCc3ccccc32)O1	-2	12	4	2	0.0	5.6	-9	-5
CCOc1ccccc1CNC(=O)CCCc1cn(C)c2ccccc12	-21	.	2	2	-0.1	2.6	3	1
CCCc1cc(=O)n2nc(N3CCC(C(=O)NCc4ccc(C)o4)CC3)sc2n1	-4	18	-1	-14	0.0	1.1	-2	.
C[C@@H]1CN([C@@H](C)CO)C(=O)c2cc(NS(=O)(=O)c3ccccc3)ccc2O[C@@H](C)CCCCO[C@@H]1CN(C)S(=O)(=O)c1ccc(F)cc1	-11	-11	-2	7	0.1	2.0	-2	2
Cc1ccc(N=Nc2c(C)[nH]n(C(N)=S)c2=O)cc1	-2	17	4	-20	0.0	3.8	15	-47
CNC[C@@H]1Oc2ccc(NS(=O)(=O)c3cccs3)cc2C(=O)N([C@H](C)CO)C[C@H]1C	3	14	-5	.	-0.1	-0.6	-1	-11
COc1ccc(CN2CCN(c3ncnc4scc(-c5ccc(F)cc5)c34)CC2)cc1	48*	-35	0	-2	0.1	-0.1	1	13
CCN(CC)C(=O)c1cccc(-c2csc(C(C)(O)c3ccncc3)n2)c1 (stereo not drawn)	.	-17	0	28	0.3	2.5	5	12
Fc1cc(F)c2nc(Nc3nc4c(F)cccc4s3)sc2c1	-13	11	5	.	0.0	-3.4	-1	-37
COc1cc2cc(C(=O)N3CCOCC3)cc(-c3ccc(C)cc3)c2cc1OC	14	-26	2	2	0.0	3.4	2	0
O=C(c1ccccc1)c1ccc2nc(N3CCCCC3)c3nncn3c2c1	4	3	0	24	0.0	-3.2	-9	11
Cc1ccc(C(=O)Nc2cccc(C(=O)N/N=C/c3ccccc3F)c2)cc1	-5	2	0	-29	0.0	-4.0	1	17
C[C@H](CO)N1C[C@H](C)[C@H](CN(C)Cc2ccc(-c3ccccc3)cc2)Oc2ccc(NC(=O)Nc3ccc4c(c3)OCO4)cc2C1=O	14	8	-3	.	-0.1	0.3	24*	7
CC1CCN(C(=O)CN2C(=O)NC(c3ccccc3)(c3ccccc3)C2=O)CC1	-1	-19	-9	2	0.1	-1.2	?	-1
COc1ccc(NC(=O)c2cc([N+](=O)[O-])ccc2N2CCCC2)cc1	10	-8	19	24	0.0	0.7	5	0
COc1ccccc1N1CCN(C(=O)c2cccc(S(=O)(=O)N3c4ccccc4CC3C)c2)CC1 (stereo not drawn)	34	.	9	30	0.1	-0.9	-6	19
CCc1ccc(C2c3[nH]c4ccccc4c3CCN2C(=O)CNC(N)=O)cc1 (stereo not drawn)	10	.	0	32	0.2	2.6	12	15
CC(C)(O)C#Cc1ccc(C(=O)N2CCN(c3ccccc3)CC2)cc1	-5	-2	1	-1	0.2	0.6	-4	-10
O=C(O)CCC(=O)N1CCN(c2ncccc2C(F)(F)F)CC1	1	.	-1	-21	0.0	0.2	-1	2
O=C(NCC[C@H]1CC[C@H](NC(=O)C2CCOCC2)[C@H](CO)O1)c1ccc(F)cc1	.	7	-3	6	-0.9	2.9	0	-10
CCc1nc2ccc(C(=O)NCCOc3ccc(OC)cc3)cn2c1N(C)C(=O)COc1ccccc1	.	-10	4	-3	0.2	1.6	3	6
CCC(=O)Nc1ccc2c(c1)C(=O)N(C)C[C@H](OC)[C@@H](C)CN(C(=O)CC)[C@H](C)CO2	.	5	.	.	0.3	-2.6	.	-4
CC(C)Cc1ccc(CN2CCCC(NC(=O)CCCN3CCCC3=O)C2)cc1 (stereo not drawn)	-3	-10	-2	10	0.3	0.6	0	14
C[C@@H](NC(=O)[C@@H]1[C@@H](CO)[C@@H]2Cn3c(cccc3=O)[C@H]1N2CCC(F)(F)F)c1ccccc1	-1	7	-5	0	0.2	.	-1	-7
CCN(CC)CCCNc1oc(-c2ccccc2[N+](=O)[O-])nc1C#N	6	3	-2	10	0.0	-0.3	12	-3
O=C(CC1S/C(=N/N=C/c2c[nH]c3ccc(OCc4ccccc4)cc23)NC1=O)Nc1ccccc1 (stereo not drawn)	3	23	.	6	0.0	.	.	.
CO[C@H]1CN(C)C(=O)c2cc(NC(=O)C3CCCC3)ccc2OC[C@@H](C)N(CCC(F)(F)F)C[C@H]1C	-9	-11	1	0	-0.4	-0.4	15	5

Rows are unselected; about 4.2% have a hit in one of these screens.
